WT yeast gro inh – growth inhibition of WT yeast, mitochondrial fusion screen | mitochondrial fusion phenotypic screen, WT strain | inhibition, % at 10 µM | 190,000 compounds, 2.1% hits | AID 1362; in the data active means inhibition above about 58%; tested in S. cerevisiae
MT stabilize HCS – stabilizes microtubules in HeLa cells; AID 2205; 200,000 compounds, 0.83% hits; HeLa tubulin immunostaining HCS, 24 h; share of cells brighter than vehicle mean+2SD; % tubulin-high responders, % at 10 µM;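 active means plate Z-score above 3 for both tubulin-high and condensed-nucleus cell shares, with cell loss under 80%, at 10 µM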;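 further: anti alpha tubulin signal scored within the nucleus-defined area of each cell; some results filed as inactive read as strong as hits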
human PMI inhibitors – MPI inhibition at elevated mannose 6-phosphate – biochemical, fluorescence intensity, high mannose 6-phosphate, primary screen (AID 1220). recombinant PMI enzyme, coupled fluorescence intensity; higher % means a stronger effect. inhibition, % at 20 µM; hits with a dose series show IC50 in µM. 190,000 compounds, 0.66% hits
Autophagy HCS – autophagy modulation, high-content screen | MEF GFP-LC3 puncta imaging; test concentration mostly 10 µM | calls only at 10 µM (by protocol) | 190,000 compounds, 0.98% hits;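 active means percentage of spot-positive cells more than 3 SD above its plate mean, without a fluorescence outlier flag or 80% toxicity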;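 further: spot-positive cell cutoff set from DMSO-treated cells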
Yfh1-depleted yeast – enhancers of respiration in Yfh1-depleted yeast, dose response, Friedreich's ataxia, plus single-dose screen (AID 1465) | S. cerevisiae Yfh1-off respiration, WST-1 reduction, 72 h; higher fold induction means a stronger effect | fold induction at 50 µM; hits with a dose series show EC50 in µM | 220,000 compounds, 0.074% hits;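 active means fold induction of absorbance versus untreated yeast above a set limit, then at least 30% activation at any dose in follow-up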;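 further: activators that raise dye reduction in frataxin-depleted yeast; strong numbers were not always called active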
human PMI inhibition – MPI enzyme activity inhibition – biochemical, fluorescence intensity, coupled assay, primary screen (AID 1209) | inhibition, % at 20 µM, or IC50 in µM where a hit was titrated | purified PMI enzyme, coupled fluorescence intensity; higher % means a stronger effect | 190,000 compounds, 0.42% hits;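 further: plate controls were DMSO vehicle for no effect and wells lacking substrate for full effect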
Ins promoter up – MIN6 insulin promoter up-regulation | MIN6 insulin promoter-GFP reporter, high-content imaging; stronger effect = higher value | z-score at 5 µM | 190,000 compounds, 0.3% hits;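 active means z-score above 3 at 5 µM with at least 500 cells counted in the well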
bCat nuc transl – alters nuclear translocation of beta-catenin in HeLa cells. AID 1665. immunofluorescence imaging. 190,000 compounds, 0.3% hits. nuclear translocation activity, % at 5 µM;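 active means nuclear translocation activity above 50% at 5 µM, with a well cell count of 50 or more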;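 further: per-cell ratio of nuclear to cytoplasmic median beta-catenin stain intensity; plate controls were DMSO negative control for no effect and GSK-3 inhibitor IX positive control for full effect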
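Read-out: Nuclear/cytoplasmic beta-catenin signal ratio, % activation | Assay system: Human HeLa cell line | Times: 24 h compound exposure at 37°C, 5% CO2 | Signal: Fluorescence imaging of beta-catenin antibody stain plus DAPI | Dosing: 5 µM primary, 0.02–20 µM confirmation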
Dynein transport – dynein cargo transport inhibition; 220,000 compounds, 0.47% hits; 3617.4 mouse cells, GR-EGFP nuclear translocation imaging; test concentration mostly 20 µM; stimulated with dexamethasone, 1 µM; stronger effect = lower value; z-score, hits read low;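 active means plate z-score of nuclear minus cytoplasmic receptor signal below a set negative limit, without overly bright fluorescence or cell loss, cut at about -3.5 in these data, passing the limit was not always enough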;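 further: z-score of nuclear minus cytoplasmic ring GR-EGFP intensity difference per well; some compounds called inactive have numbers as strong as hits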
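Also added: dexamethasone, 1.0 µM final. Medium: tet-free, stripped-serum medium. Detection: fixed, Hoechst-stained cells imaged at 10x for EGFP. Read-out: nuclear-to-cytoplasmic GR-EGFP distribution per well. Times: induction 48 h, compound 1 h, agonist 30 min.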
WT yeast gro inh mutant strain – second read-out of WT yeast gro inh, no call of its own (marks repeat the call); inhibition, %; mitochondrial fusion phenotypic screen, mutant strain inhibition
Dynein transport cytoplasmic EGFP – second read-out of Dynein transport, no call of its own (marks repeat the call); z-score; measured here: cytoplasmic GR-EGFP intensity; stronger effect = higher value
Dynein transport nuclear GR-EGFP – also measured in Dynein transport; calls as there; z-score; measured here: nuclear GR-EGFP intensity;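 lower value marks the stronger effect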
Dynein transport cell count – recorded beside Dynein transport, whose call it bears; z-score; measured here: cell count per field
Ins promoter up cell count – second read-out of Ins promoter up, no call of its own (marks repeat the call); cell count; measured here: cytotoxicity, nuclei count;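 total cells summed across four imaged fields per well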
bCat nuc transl cell count 5 µM – also measured in bCat nuc transl; calls as there; cell count; measured here: cell count, cytotoxicity flag
MT stabilize HCS Hoechst-high % – recorded beside MT stabilize HCS, whose call it bears; % Hoechst-high responders; measured here: nuclear condensation Hoechst responders;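 share of cells brighter than vehicle mean plus two SD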
MT stabilize HCS cytotoxicity % – further read-out of MT stabilize HCS, marked with its call; toxicity, %; measured here: cytotoxicity by cell density;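 0% = mean cell density of plate MIN control wells and 100% = no cells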
Autophagy HCS cell loss 18 h – second read-out of Autophagy HCS, no call of its own (marks repeat the call); toxicity, %; measured here: cell loss, nuclei count;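 cell loss after 18 h compound exposure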
Numbers without * were called inactive; i = inactive; . = not tested or not shown. Unless noted, no stated cut-off is given here; in the data, active means inhibition above about 50%; inactive means the rest.

SMILES	WT yeast gro inh	WT yeast gro inh mutant strain	MT stabilize HCS	MT stabilize HCS Hoechst-high %	MT stabilize HCS cytotoxicity %	human PMI inhibitors	Autophagy HCS	Autophagy HCS cell loss 18 h	Yfh1-depleted yeast	human PMI inhibition	Ins promoter up	Ins promoter up cell count	bCat nuc transl	bCat nuc transl cell count 5 µM	Dynein transport	Dynein transport cytoplasmic EGFP	Dynein transport nuclear GR-EGFP	Dynein transport cell count
Cc1cccc(NC(=O)c2cc3ccccc3o2)c1	13	1	4.5	2.5	5.7	1%	i	33	i	1%	.	.	8.9	499	0.64	-0.27	0.39	-0.77
COc1cc(OC)nc(NC(=O)CSc2nc3ccccc3o2)n1	5	-20	2.9	1.9	6.4	5%	i	4	i	7%	0.08	1203	-0.4	1035	0.48	-0.24	0.37	-0.49
COc1ccc(OC)c(NC(=O)Cn2cc(C(=O)c3ccco3)c3ccccc32)c1	-11	-6	13	3.8	98	18%	i	-4	i	17%	-1.8	1241	1.8	1133	1.5	-0.22	1.3	-1
Cc1cc(NC(=O)CCC(=O)N(CCC(C)C)C(C(=O)NC2CCCC2)c2cccnc2)no1 (stereo unspecified)	-5	-5	3.1	1.9	6.5	-3%	i	-14	i	-10%	-0.37	1447	-2.6	1433	-0.19	-0.23	0.018	0.42
CCOC(=O)N1CCN(C(=O)c2cc3c(ccc4ccccc43)oc2=O)CC1	-10	1	1.6	2.1	7.5	2%	i	-10	i	0%	0.23	1150	0.4	1140	0.16	-0.19	0.26	0.038
CC(C)CN(C(=O)CN1CCN(c2ccc(O)cc2)CC1)c1c(N)n(CC(C)C)c(=O)[nH]c1=O	7	-21	4.1	1.8	8.2	52%*	i	-3	i	22%	0.15	1300	0.8	936	-0.11	-0.28	-0.46	0.7
CC(C(=O)O)n1nc2ccccc2n1 (stereo unspecified)	9	-10	3.6	1.6	13	1%	i	23	i	2%	0.04	1332	-4.8	972	-0.008	-0.2	0.34	-0.53
CC(C)Cn1c(N)c(C(=O)COC(=O)c2cc(C(F)(F)F)nc3c(C(F)(F)F)cccc23)c(=O)n(C)c1=O	61*	12*	6.5	0.9	7.2	0%	i	1	.	5%	-0.37	1162	.	.	0.37	-0.087	0.5	0.59
COCCCNCCCOc1ccc(Cl)cc1C(C)(C)C	30	37	2.4	3.6	5.8	-1%	i	9	i	-3%	0.59	1202	.	.	-0.078	0.22	0.15	0.5
N/C(=N\OC(=O)N1CCOCC1)c1ccc(Br)cc1	-5	-11	1.9	2.3	8.7	21%	i	0	i	15%	0.01	1454	0.3	918	0.21	-0.21	-0.045	-0.62
O=C(Nc1ccc2c(c1)OCCO2)C1CCCN1S(=O)(=O)c1ccc(Cl)cc1 (stereo unspecified)	22	25	1.9	1.0	7.2	6%	i	2	i	14%	-0.35	720	-0.1	1065	-0.33	-0.22	-0.27	0.49
Cc1ccc(C(C(=O)NC2CCCCC2)N(C(=O)c2csnn2)C2CCCC2)o1 (stereo unspecified)	18	0	2.6	1.7	8.0	0%	i	0	i	0%	0.37	1211	.	.	-0.96	0.15	-0.24	0.12
O=C(CSc1nc2ccccc2c(=O)n1CC1CCCCC1)N1CCOCC1	5	30	2.2	1.0	5.5	9%	i	9	i	-4%	-0.31	1265	-2.2	1124	-0.19	-0.2	0.2	0.7
Cc1nn(C)cc1C(C(=O)NC1CCCCC1)N(C(=O)c1cnccn1)c1ccc(Oc2ccccc2)cc1 (stereo unspecified)	-15	-3	1.5	2.5	7.7	4%	i	4	i	17%	.	.	-0.1	897	-0.77	-0.21	-0.64	0.65
COc1ccc(NC(=S)/N=C(\N)Nc2nc(C)c3ccc(C)cc3n2)cc1	15	22	4.7	2.7	1.4	3%	i	17	i	0%	-1.8	1250	1.0	1469	-0.56	0.094	-0.088	0.62
CC1CCC2(CC1)NC(=O)c1ccccc1O2 (stereo unspecified)	-2	0	6.8	1.8	6.5	-2%	i	3	i	-1%	-0.12	1245	0.9	1122	-0.51	-0.4	-0.31	0.74
Cc1cccc(C)c1NC(=O)C1(NC(=O)C2CCCN2C(=O)OC(C)(C)C)CCCCC1 (stereo unspecified)	-1	-13	4.5	2.4	12	-12%	i	45	i	-15%	-0.24	1094	3.2	1436	-0.34	-0.36	0.0028	1.1
C/C(=N\S(=O)(=O)c1ccc(C)cc1)N1CCN(S(=O)(=O)c2ccccc2)C1	.	.	7.1	3.3	6.2	0%	i	4	.	2%	3.5*	1143*	0.1	1425	-1.1	0.068	-0.41	0.51
COc1ccc(N(C)S(=O)(=O)c2cccc(C(=O)Nc3ccc(OC)nc3)c2)cc1	14	-6	1.6	3.5	12	19%	i	-4	i	15%	0.19	1291	-0.7	921	1.5	-0.28	0.37	-0.87
O=C(CSc1nnc(Cc2cc(=O)[nH]c(=O)[nH]2)n1-c1ccc(F)cc1)N1CCCCC1	15	6	6.7	3.2	3.4	-4%	i	-5	i	-8%	1.2	925	.	.	-0.026	0.025	0.25	-0.48
COCCCNC(=O)C1CC(=O)N(Cc2ccc(OC)cc2)C1 (stereo unspecified)	8	13	1.5	2.6	8.8	0%	i	-1	i	-8%	-0.19	1576	-0.4	1320	0.02	-0.22	0.027	0.29
COc1ccc(C(O)P(=O)(OC(C)C)OC(C)C)c(OC)c1 (stereo unspecified)	.	.	.	.	.	.	.	.	i	.	0.81	1407	-4.8	1143	-0.28	-0.27	-0.16	0.057
CCCCNC(=O)CCSc1ccc(C)cc1	-2	-7	1.2	3.9	9.0	-5%	i	-2	i	-4%	0.17	1414	.	.	0.11	-0.3	-0.015	-0.22
O=C(CNS(=O)(=O)c1ccccc1)NCC(=O)OCc1ccc(Br)cc1	11	12	1.9	1.2	6.1	5%	i	-16	i	9%	-0.07	1519	-2.4	1037	-1	-0.32	-0.7	1
O=C(/C=C/c1ccco1)OCc1nnc(-c2ccccc2)o1	-6	1	2.8	2.2	6.0	-3%	i	0	i	-4%	-0.5	1315	0.4	1101	-0.32	-0.3	-0.029	0.43

Single values from the results shown.
Entry of Cc1cccc(C)c1NC(=O)C1(NC(=O)C2CCCN2C(=O)OC(C)(C)C)CCCCC1 (stereo unspecified) under Dynein transport nuclear GR-EGFP: 0.0028
Entry of CCOC(=O)N1CCN(C(=O)c2cc3c(ccc4ccccc43)oc2=O)CC1 under Ins promoter up cell count: 1150
Entry of O=C(CSc1nc2ccccc2c(=O)n1CC1CCCCC1)N1CCOCC1 under MT stabilize HCS cytotoxicity %: 5.5

Going on with the list.
SMILES	WT yeast gro inh	WT yeast gro inh mutant strain	MT stabilize HCS	MT stabilize HCS Hoechst-high %	MT stabilize HCS cytotoxicity %	human PMI inhibitors	Autophagy HCS	Autophagy HCS cell loss 18 h	Yfh1-depleted yeast	human PMI inhibition	Ins promoter up	Ins promoter up cell count	bCat nuc transl	bCat nuc transl cell count 5 µM	Dynein transport	Dynein transport cytoplasmic EGFP	Dynein transport nuclear GR-EGFP	Dynein transport cell count
O=C(COC(=O)/C=C/c1ccc(Br)o1)NCCCN1CCCC1=O	13	-16	2.6	1.4	7.9	-4%	i	-1	i	-16%	-0.19	1375	2.3	1126	2.4	-0.086	1.2	-0.65
COc1ccc(CCNC(=O)CCN2C(=O)COc3ccccc32)cc1OC	4	14	3.7	2.0	7.0	16%	i	4	i	13%	0.37	1259	-2.8	1103	-0.79	-0.19	-0.13	0.63
CC(=O)Nc1sc2c(c1C(c1ccccc1)N1CCOCC1)CCCC2 (stereo unspecified)	23	1	1.0	1.0	11	11%	i	-6	.	18%	0.62	771	-2.0	1115	0.16	0.015	0.42	-0.37
COC(=O)CNC(=O)c1ccc(C)s1	-6	-4	4.0	2.1	0.7	0%	i	-2	i	-3%	0.1	784	-2.1	1098	2.2	-0.18	1.4	-2.1
O=C(c1cccc(N2CCCC2=O)c1)N1CCOCC1	0	-21	2.6	1.7	5.4	0%	i	-1	i	7%	-0.09	1266	2.3	1165	-0.73	-0.21	-0.22	0.63
CN(C)c1cc(-c2ccc([N+](=O)[O-])cc2)oc(=O)c1Cl	.	.	.	.	.	.	.	.	i	.	0.41	1080	-0.9	1411	-0.41	-0.24	-0.29	0.81
CCO[C@@H]1OC(C(=O)O)=C[C@H](c2coc3ccccc3c2=O)[C@H]1CCCO	5	-2	1.7	1.2	5.8	-2%	i	1	i	0%	0.77	1248	-0.4	1123	0.1	-0.15	0.35	-0.45
Cc1cccc(C)c1NC(=O)C(Cl)=C(Cl)Cl	12	4	9.7	0.8	5.1	-6%	i	-2	i	-4%	0.83	1309	0.1	1569	-3.5	0.15	-1.4	0.33
CC(=O)c1ccc(NC(=S)N(CCCN(C)C)Cc2ccccc2)cc1	.	.	.	.	.	.	.	.	i	.	-0.11	1398	-0.1	1302	-1.3	-0.3	-0.44	0.97
COc1ccc(C(=O)OCc2nc(N)nc(Nc3ccccc3C)n2)cc1OC	0	7	1.4	1.6	2.3	24%	i	11	i	9%	1.5	1188	-0.7	1014	0.44	-0.27	0.44	0.26
O=C(Nc1nc(-c2ccc3c(c2)OCO3)cs1)C1CC1	-6	1	6.8	1.3	8.0	14%	i	7	i	17%	2.5	1773	-0.7	1062	1.8	-0.12	1.2	-0.68
CN(C(=O)COC(=O)/C=C/c1cn(-c2ccccc2)nc1-c1ccc2c(c1)OCCO2)C1CCS(=O)(=O)C1 (stereo unspecified)	11	6	2.4	3.4	2.9	13%	i	-6	i	5%	-0.65	1384	-3.8	1085	-0.32	-0.19	-0.24	-0.62

3 entries already listed, ordered by the value under WT yeast gro inh mutant strain, high to low:
compound	WT yeast gro inh mutant strain
COc1ccc(CCNC(=O)CCN2C(=O)COc3ccccc32)cc1OC	14
COc1ccc(C(=O)OCc2nc(N)nc(Nc3ccccc3C)n2)cc1OC	7
CN(C(=O)COC(=O)/C=C/c1cn(-c2ccccc2)nc1-c1ccc2c(c1)OCCO2)C1CCS(=O)(=O)C1 (stereo unspecified)	6

Assay outcomes from PubChem BioAssay.
